# Compound activity as filed in PubChem BioAssay.
# USP1 inh: Inhibitors of USP1/UAF1: Primary Screen; recombinant USP1/UAF1, Ub-Rhodamine cleavage fluorescence; Ubiquitin carboxyl-terminal hydrolase 1 (Homo sapiens), O94782; Potency, µM (titrated, usually from 57.1 µM), without a hit: at the highest dose activity change, negative = inhibition, most hits filed as inhibitors; AID 743255, 2014; 390,000 compounds, 0.23% hits; further: potency means the concentration at half of the fitted maximal effect; on the % scale 0 is the no-effect control and ±100 the full control effect; nearly all actives have a fitted effect of over 60% in size; inactives centre near -12
# Target sequence (O94782 whole entry, looked up): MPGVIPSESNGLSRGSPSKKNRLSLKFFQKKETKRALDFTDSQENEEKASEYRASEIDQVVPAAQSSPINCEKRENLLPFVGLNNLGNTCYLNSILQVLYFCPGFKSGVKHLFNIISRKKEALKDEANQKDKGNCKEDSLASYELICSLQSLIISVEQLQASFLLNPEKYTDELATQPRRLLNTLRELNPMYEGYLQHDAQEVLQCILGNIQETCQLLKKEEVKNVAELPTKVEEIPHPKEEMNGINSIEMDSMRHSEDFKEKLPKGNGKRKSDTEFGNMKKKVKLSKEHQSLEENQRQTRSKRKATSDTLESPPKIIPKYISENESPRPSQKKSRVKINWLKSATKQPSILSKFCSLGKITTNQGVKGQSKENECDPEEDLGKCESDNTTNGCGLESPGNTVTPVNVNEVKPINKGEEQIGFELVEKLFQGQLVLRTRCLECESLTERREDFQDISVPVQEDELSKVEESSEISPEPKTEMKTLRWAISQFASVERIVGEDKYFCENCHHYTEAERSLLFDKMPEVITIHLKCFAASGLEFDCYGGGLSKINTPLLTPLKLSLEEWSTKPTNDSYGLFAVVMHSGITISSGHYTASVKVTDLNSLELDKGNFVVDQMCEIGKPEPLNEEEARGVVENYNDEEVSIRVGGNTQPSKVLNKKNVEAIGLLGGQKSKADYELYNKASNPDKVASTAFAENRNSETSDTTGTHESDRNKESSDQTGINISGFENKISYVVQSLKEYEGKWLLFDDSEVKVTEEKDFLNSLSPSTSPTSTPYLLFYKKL
#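 USP1/UAF1 complex at 1 nM was preincubated with compound for 15 min at room temperature, then Ub-Rho substrate (150nM final) was added. Fluorescence (480/540 nm) was read kinetically, 6 reads every 60 seconds.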
# TrxR1 inh: qHTS Assay for Inhibitors of Mammalian Selenoprotein Thioredoxin Reductase 1 (TrxR1): qHTS; AID 588453, 2011; recombinant rTrxR1, NADPH fluorescence consumption, selenite substrate; Potency, µM (top dose mostly 114 µM), inactives show at the top dose activity change, negative = inhibition, usual class: inhibitors; 390,000 compounds, 1% hits; further: potency means the concentration at half of the fitted maximal effect; on the % scale 0 is the no-effect control and ±100 the full control effect; nearly all actives have a fitted effect of over 65% in size
#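 Rat TrxR1 (90 nM in the dispensed reagent) was pre-reduced with 400 uM NADPH for 5 min at room temperature, then incubated with compound for 15 min. After 400 uM selenite was added, NADPH fluorescence (Ex 340/Em 450 nm) was followed for 8 min.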
# Pin1 inh: qHTS Assay to Find Inhibitors of Pin1 | Peptidyl-prolyl cis-trans isomerase NIMA-interacting 1 (Homo sapiens), Q13526 | Pin1 FP peptide displacement, HiFluor488, 10 min | Potency, µM (series often up to 115 µM), for inactives: at the highest dose activity, negative = inhibition, most hits filed as inhibitors | 390,000 compounds, 0.009% hits; active means well fitted inhibition curve with a large enough effect in the polarisation, with a control signal flat, not every such curve was filed as active; inconclusive means small, poorly fitted or top-dose-only effect, or effect the other way, or a change in a side signal; inactive means no such curve, though single readings can be large or run the other way; the % refers to the polarisation; further: potency means the concentration at half of the fitted maximal effect; on the % scale 0 is the no-effect control and ±100 the full control effect
# Target sequence (Q13526 whole entry, looked up): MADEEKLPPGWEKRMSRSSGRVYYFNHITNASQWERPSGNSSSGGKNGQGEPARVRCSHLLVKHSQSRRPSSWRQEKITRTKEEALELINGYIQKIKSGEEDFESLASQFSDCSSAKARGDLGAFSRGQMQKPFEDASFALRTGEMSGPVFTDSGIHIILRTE
# IDH1 R132H inh: qHTS for Inhibitors of mutant isocitrate dehydrogenase 1 (IDH1): qHTS; Isocitrate dehydrogenase [NADP] cytoplasmic (Homo sapiens), O75874; Potency, µM (titrated, usually from 76.6 µM), for inactives: at the top dose activity change, negative = inhibition, most hits filed as inhibitors; IDH1-R132H enzyme, NADPH consumption, diaphorase/resazurin fluorescence; 390,000 compounds, 0.093% hits; further: potency means the concentration at half of the fitted maximal effect; on the % scale 0 is the no-effect control and ±100 the full control effect; nearly all actives have a fitted effect of over 65% in size
#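 IDH1-R132H (0.5 ug/mL dispensed) in pH 7.5 Tris buffer was preincubated 30 min with compound, then given a substrate mix of 0.016 mM NADPH and 2 mM alpha-KG for 80 min at room temperature; remaining NADPH was read by diaphorase/resazurin fluorescence.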
# TrxR1 substrate: qHTS Assay for Substrates of Mammalian Selenoprotein Thioredoxin Reductase 1 (TrxR1): qHTS; purified TrxR1 substrate turnover, NADPH consumption readout; Potency, µM (series often up to 114 µM), without a hit: top-dose activity change, negative = substrate turnover; 390,000 compounds, 0.01% hits; AID 588456, 2011; further: potency means the concentration at half of the fitted maximal effect; on the % scale 0 is the no-effect control and ±100 the full control effect; nearly all actives have a fitted effect of over 50% in size
#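 Rat TrxR1, dispensed at 90 nM, was prereduced with 400 uM NADPH (final) for 5 min at ~22 deg C, then incubated with compound 15 min before 400 uM selenite. A first-read NADPH fluorescence drop versus no-compound background flagged substrates.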
# D2 antag: HTS Assay for Allosteric Antagonists of the Human D2 Dopamine Receptor: Primary Screen for Antagonists; D(2) dopamine receptor (Homo sapiens), P14416; 340,000 compounds, 2% hits; inhibition, % at 10 µM; AID 485344, 2010; HEK293 TREx D2 cells, calcium flux, dopamine EC80; in the data active means inhibition above about 30%; further: 0% is about no effect
#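 In this primary screen, negative modulation is detected by tracking calcium flux after an EC80 dopamine challenge in inducible HEK293 T-REx D2 cells preexposed to test compound for 180 s.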
# D2 ag: HTS Assay for Allosteric Agonists of the Human D2 Dopamine Receptor: Primary Screen for Agonists; AID 485358, 2010; activation, % at 2 µM; D(2) dopamine receptor (Homo sapiens), P14416; HEK293 T-REx D2 cells, calcium flux agonist mode; 340,000 compounds, 0.53% hits;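 active means activation over 3 SD above normal in the single-dose calcium agonist read, cut at about 30% in these data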; further: 0% is about no effect
#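 Agonism is scored from calcium flux in a force-coupled, inducible HEK293 cell line expressing D2, read kinetically for 180 s after compound addition against dopamine controls.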
# TRHR agonist: qHTS for Small Molecule Agonists and Allosteric Enhancers of Human TRH Receptor: Primary Screen for Agonists | Thyrotropin-releasing hormone receptor (Homo sapiens), P34981 | TRHR cells, calcium flux fluo-8, FDSS agonist mode | activation, % at 2 µM | 360,000 compounds, 0.18% hits; in the data active means activation above about 30%; further: 0% is about no effect
#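 Steps: seed TRHR cells overnight; add fluo-8 no-wash Ca dye, RT 30 min–1.5 h; record 10 s baseline; pin-transfer compounds; monitor fluorescence 1 cycle/s for the agonist window. Calcium increases flag candidate agonists.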
# TRHR PAM: qHTS for Small Molecule Agonists and Allosteric Enhancers of Human TRH Receptor: Primary Screen for Enhancers | Thyrotropin-releasing hormone receptor (Homo sapiens), P34981 | TRHR cells, fluo-8 calcium fluorescence, EC20 TRH enhancement | enhancement, % at 2 µM | 360,000 compounds, 0.66% hits | AID 493056, 2011; in the data active means enhancement above about 30%; further: 0% is about no effect
#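 TRHR-expressing cells loaded with fluo-8 calcium dye were read kinetically (ex 480/em 530) during compound addition, then stimulated with an EC20 of TRH (10 nM final). Enhancement of the Gq-mediated intracellular calcium response was scored.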
# * hit, by the source's call; ? = inconclusive; . = no result given; & = joins results of further samples; [ ] = dose if it differs, or a comment. Unless noted, the call rests on the fitted dose curve; in most records, active means well fitted inhibition curve with a large enough effect; inconclusive means small, poorly fitted or top-dose-only effect; inactive means no such curve, though single readings can be large or run the other way. A portion of the library; rates above refer to the full screens.
SMILES,USP1 inh,TrxR1 inh,Pin1 inh,IDH1 R132H inh,TrxR1 substrate,D2 antag,D2 ag,TRHR agonist,TRHR PAM
Cc1cccc2nc(CSc3nc4ccccc4o3)cn12,-11%,13%,4%,1%,-5%,-8,0.2,-0.7,-2
CN(CC(=O)Nc1cccc(F)c1)C(=O)c1cccc(S(=O)(=O)N2CCN(c3ccc(F)cc3)CC2)c1,-5%,17%,7%,-9%,-8%,.,.,.,.
COc1cccc(/C=N/NC(=O)c2c(-c3ccccc3)noc2C)c1O,-1%,-8%,2%,-5%,-7%,-4,0.4,1.6,1
Cc1ccc(NS(=O)(=O)c2cccc(C(=O)NCCCN3CCCC3=O)c2)cc1,-29%,12%,1%,2%,9%[57.1 µM],-13,-0.1,0.1,13
Cc1ccc(S(=O)(=O)NCC(=O)OCC(=O)N2C(C)CCCC2C)cc1 (centres undefined),-7%,13%,1%,4%,4%,.,.,.,.
COc1ccc(N2CCCn3c2nc2c3c(=O)n(CCN3CCOCC3)c(=O)n2C)cc1,-18%,3%,1%,1%,-4%,-23,-1.8,-0.6,2
Cc1ccc(N2CC(C(=O)N3CCOCC3)CC2=O)cc1Cl (centres undefined),-14%,-15%,-8%,-7%,-13%,0,0.2,0.7,7
Cn1c(=O)oc2cc(S(=O)(=O)N3CCC(C(=O)NCc4ccccc4Cl)CC3)ccc21,?,22%&10%,-12%&0%,-11%&2%,5%&-7%,14,0.5&-0.9,-0.2&-1.8,2&2
CC1CCc2c(cnc3ncnn23)C1 (centres undefined),-18%,25%,1%,-4%,1%,-4,0.2,-0.1,-4
CS(=O)(=O)Nc1ccccc1C(=O)NCCSc1ccc(Cl)cc1,-22%,34%,-4%,-8%,28%,-2,0.9,-0.6,-2
CC1CCC(NC(=O)C2CC(O)CN2S(=O)(=O)c2ccc([N+](=O)[O-])cc2)CC1 (centres undefined),-10%,17%,-1%,2%,6%,.,.,.,.
CC(CCCC(C)(C)O)NCc1cn[nH]c1-c1ccc2c(c1)OCO2 (centres undefined),-2%,13%,1%,-3%,0%,14,0.6,-0.2,-3
CCC1(C)Cc2ccccc2-c2nc(NCCCO)[nH]c(=O)c21 (centres undefined),-15%,67%[activator],-5%,0%,195%[activator],6,-0.3,0.2,-3
CCOc1ncccc1C(=O)OCC(=O)N1CCc2ccccc21,-11%,?,-3%,6%,-6%,4,-0.7,0.8,9
CCn1c(C)cc(=S)c2ccccc21,-15%,?,-1%,0%,8%[57.1 µM],15,0.7,1.1,-2
COc1ccc(-c2nc(SCCOc3cc(C)ccc3C(C)C)n3[nH]c(=O)cc3n2)cc1,-9%,7%[57.1 µM],9%,16%,118%[activator][57.1 µM],.,0.1,0.6,-3
O=C(O)C1CCCN1C(=O)OCc1ccccc1 (centres undefined),-8%,19%,-2%,-3%,-3%,6,0.0,-0.4,19
Cc1cccc(N2CCN(C(=O)c3cn4ccccc4n3)CC2C)c1 (centres undefined),-32%,4%,-2%,7%,1%,3,1.2,0.8,3
O=C(c1ccccc1)N1CCN=C1SCc1ccc([N+](=O)[O-])cc1,-14%,15%[57.1 µM],1%,3%,-8%,5,4.6,-0.4,-4
CCN1CCN(C(c2ccc(OC)cc2)c2c(O)cc(C)n(Cc3ccco3)c2=O)CC1 (centres undefined),-15%,?,31%[activator],-5%,6%[57.1 µM],.,0.0,0.3,-1
CC(C)c1nc2ccc(NC(=O)C34CC5CC(CC(C5)C3)C4)cc2[nH]1,-17%,15%,-8%,0%,-2%,33*,0.3,2.0,-5
CC12CS(=O)(=O)CC1SC(=S)N2Cc1ccccc1 (centres undefined),8%,8%[57.1 µM],-7%,15%,1%[57.1 µM],-1,0.6,0.4,4
CCCOc1ccccc1C(=O)N1CCC(c2nc3ccccc3s2)CC1,?,3%,-1%,0%,-10%,.,1.0,0.6,-5
CCCc1cc(=O)[nH]c(SCC(=O)N(CC)Cc2ccccc2)n1,0%,15%,-13%,11%,0%,19,-1.7,0.0,9
COc1ccccc1N1CCN(C(=O)CNC(=O)Cn2cnc3sc(C)c(C)c3c2=O)CC1,-15%,25%,-4%,6%,10%,3,0.1,0.5,-6

# A portion of the results above:
SMILES,USP1 inh,TrxR1 inh,Pin1 inh,IDH1 R132H inh,TrxR1 substrate,D2 antag,D2 ag,TRHR agonist,TRHR PAM
CCCOc1ccccc1C(=O)N1CCC(c2nc3ccccc3s2)CC1,?,3%,-1%,0%,-10%,.,1.0,0.6,-5
CCCc1cc(=O)[nH]c(SCC(=O)N(CC)Cc2ccccc2)n1,0%,15%,-13%,11%,0%,19,-1.7,0.0,9
COc1ccccc1N1CCN(C(=O)CNC(=O)Cn2cnc3sc(C)c(C)c3c2=O)CC1,-15%,25%,-4%,6%,10%,3,0.1,0.5,-6

# The listing picks up, repeating the 3 entries before the break.
SMILES,USP1 inh,TrxR1 inh,Pin1 inh,IDH1 R132H inh,TrxR1 substrate,D2 antag,D2 ag,TRHR agonist,TRHR PAM
CCCOc1ccccc1C(=O)N1CCC(c2nc3ccccc3s2)CC1,?,3%,-1%,0%,-10%,.,1.0,0.6,-5
CCCc1cc(=O)[nH]c(SCC(=O)N(CC)Cc2ccccc2)n1,0%,15%,-13%,11%,0%,19,-1.7,0.0,9
COc1ccccc1N1CCN(C(=O)CNC(=O)Cn2cnc3sc(C)c(C)c3c2=O)CC1,-15%,25%,-4%,6%,10%,3,0.1,0.5,-6
CCn1c(SCC(=O)c2ccccc2)nnc1-c1cccs1,2%,-16%[57.1 µM],-9%,5%,-1%[57.1 µM],11,0.6,0.3,1
Cc1ccc(-c2cc(NC(=O)COc3c(C)cc(C)cc3C)on2)cc1,-12%,12%,-3%,-6%,1%,.,-0.1,0.5,-6
O=C(CN1CCN(C2CCCCC2)CC1)Nc1ccccc1-c1ccccc1,?,6%,-9%,9%,11%,2,-1.4,-0.7,-4
NC(=O)c1c(NC(=O)CN2C(=O)CCC2=O)sc2c1CCCCC2,-27%,21%,0%,1%,13%,24,0.2,0.3,1
CCOC(=O)c1c(NC(=S)NC(=O)/C=C/c2cccs2)sc(C)c1C,-1%,-7%,6%,1%,-1%,-5,0.9,0.2,0
CCc1ccc(C(=O)NNC(=O)c2ccc3c(=O)n4c(nc3c2)CCC4)cc1,-16%,-3%,0%,2%,4%,2,0.4,0.2,-4
Cc1ccc(S(=O)(=O)N(CCC#N)CCN2CCCC2)cc1,-22%,-3%,-1%,5%,-2%,-1,0.7,0.0,2
CCN(C(=O)CN1C(=O)/C(=C/c2ccccc2F)SC1=S)C1CCS(=O)(=O)C1 (centres undefined),-20%,5%,-3%,3%,0%,3,0.3,-0.2,-3
Cc1cc(C)c2nc(NC(=O)C3CSC4(C)CCC(=O)N34)sc2c1 (centres undefined),-12%,10%,17%,7%,7%,19,0.2,0.1,3
N#Cc1ccccc1OCC(=O)OCC(=O)Nc1ccc2c(c1)OCO2,-8%,21%,-7%,12%,2%,-1,0.3,0.1,4
CCn1c(SCc2ccccc2Cl)nc2nc3c(cc2c1=O)CCCC3,-26%,-2%,10%,-2%,-2%,-25,0.9,0.2,0
CCCCn1c(SCC(=O)N(C)C2CCS(=O)(=O)C2)nc2cc(S(N)(=O)=O)ccc21 (centres undefined),-9%,2%,-2%,0%,0%,-14,-0.5,1.1,9
COc1ccc(CCNC(=O)CSc2nc3[nH]ncc3c(=O)[nH]2)cc1OC,-14%,11%,6%,8%,4%,-2,-5.5,0.2,0
Cc1ccc(C(C)C)c(OCc2nnc(SCC(=O)Nc3nccs3)n2C)c1,-12%,20%,-3%,-4%,7%,0,-1.2,0.6,1
COc1ccc(/C=N/n2cncn2)cc1CSc1ccccn1,-13%,-10%,-1%,8%,-7%,-9,0.3,-1.0,4
O=C(O)Cn1c(=S)sc2ccccc21,?,5%[57.1 µM],-9%,11%,-1%,-4,0.0,1.0,-4
CCOC(=O)N1CCN(S(=O)(=O)N2CCCC(C(=O)NCCc3ccccc3)C2)CC1 (centres undefined),-19%,14%,3%,-10%,1%,-1,-0.4,-0.2,-6
CSc1ncc(C(=O)N2CCN(c3cc(Cl)ccc3C)CC2)c(C)n1,-11%,12%,14%,-6%,-6%,.,-0.5,-0.6,-1
COc1cc(C)c(NC(=S)Nc2ccc(Cl)c(Cl)c2)cc1OC,-1%,?,10%,3%,-14%,24,1.3,0.1,12
c1ccc(N2CCN(Cc3nc4ccccc4[nH]3)CC2)nc1,-16%,5%,-1%,-6%,-4%,-10,15,0.4,-2
COc1c(C)cc(C(=O)C2CCCN(C(=O)c3cc(C)n(C)n3)C2)cc1C (centres undefined),-26%,23%,-8%,-1%,2%,-14,0.0,0.3,12

# Quoted at random: two entries already listed
SMILES,USP1 inh,TrxR1 inh,Pin1 inh,IDH1 R132H inh,TrxR1 substrate,D2 antag,D2 ag,TRHR agonist,TRHR PAM
Cc1cc(C)c2nc(NC(=O)C3CSC4(C)CCC(=O)N34)sc2c1 (centres undefined),-12%,10%,17%,7%,7%,19,0.2,0.1,3
NC(=O)c1c(NC(=O)CN2C(=O)CCC2=O)sc2c1CCCCC2,-27%,21%,0%,1%,13%,24,0.2,0.3,1
